TDP43 rescue: qHTS of TDP-43 Inhibitors; TDP-43 expressing yeast growth rescue, BacTiter-Glo, 24 h; Potency, µM (series often up to 46.1 µM), without a hit: top-dose growth rescue (activation), most hits filed as activators; 410,000 tested, 1.8% active; AID 652104, 2013; note: % of control where 0% means no effect; nearly all actives have a fitted effect of over 50% in size
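Growth rescue of TDP-43-toxic yeast measured as ATP luminescence (BacTiter-Glo). Cells grown to mid-log in raffinose, induced in galactose at OD600=0.02, exposed to compound 24 hr at 30 deg C.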
EPAC2 antagonist: qHTS for Antagonist of cAMP-regulated guanine nucleotide exchange factor 2 (EPAC2): primary screen; Potency, µM (titrated, usually from 114 µM), for the others: top-dose activity, negative = inhibition, usual class: inhibitors; AID 720708, 2013; 360,000 tested, 0.18% active; EPAC2 GEF exchange of Rap1B-BODIPY-GDP, fluorescence; note: % is set by controls: 0 for no effect and ±100 for the full control effect; nearly all actives have a fitted effect of over 45% in size; many of its hits are not listed in these tables
FUS yeast rescue: qHTS for Suppressors of FUS Proteinopathy: Primary screen using FUS-linked yeast assay | 390,000 tested, 0.24% active | Potency, µM (highest dose often 76.6 µM), inactives show top-dose growth rescue (activation), actives largely listed as activators | S. cerevisiae FUS-expressing, growth rescue, OD600, 24 h;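 note: plate controls were DMSO vehicle for no effect and reference control for full effect; nearly all actives have a fitted effect of over 55% in size; some results filed as inactive show a strong effect at the top dose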
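Steps: raffinose overnight preculture; dilution to OD 0.005 in 2% galactose minimal medium; compound addition (concentration series); 24hr at 30C, 99% humidity; absorbance read at 600 nm.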
aSyn yeast inh: qHTS of alpha-syn Inhibitors; Potency, µM (doses to about 46.1 µM), inactives show top-dose growth rescue (activation), usual class: activators; Yeast expressing alpha-synuclein, growth rescue, BacTiter-Glo, 24 h; 370,000 tested, 0.14% active; note: % of control where 0% means no effect; nearly all actives have a fitted effect of over 65% in size
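Screening used galactose-induced yeast with toxic alpha-synuclein levels, exposed to compound for 24 hr at 30 deg C. Cell growth, read with BacTiter-Glo luminescence, gave the measured signal.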
EPAC1 agonist: qHTS for Agonist of cAMP-regulated guanine nucleotide exchange factor 3 (EPAC1): primary screen; AID 720707, 2013; EPAC1 agonist qHTS, biochemical assay; response scale: 100% = response to 6.5 mM cAMP; 360,000 tested, 0.073% active; Potency, µM (titrated, usually from 154 µM), without a hit: top-dose activation, most hits filed as activators; note: nearly all actives have a fitted effect of over 60% in size
Target sequence (O95398 whole entry, looked up): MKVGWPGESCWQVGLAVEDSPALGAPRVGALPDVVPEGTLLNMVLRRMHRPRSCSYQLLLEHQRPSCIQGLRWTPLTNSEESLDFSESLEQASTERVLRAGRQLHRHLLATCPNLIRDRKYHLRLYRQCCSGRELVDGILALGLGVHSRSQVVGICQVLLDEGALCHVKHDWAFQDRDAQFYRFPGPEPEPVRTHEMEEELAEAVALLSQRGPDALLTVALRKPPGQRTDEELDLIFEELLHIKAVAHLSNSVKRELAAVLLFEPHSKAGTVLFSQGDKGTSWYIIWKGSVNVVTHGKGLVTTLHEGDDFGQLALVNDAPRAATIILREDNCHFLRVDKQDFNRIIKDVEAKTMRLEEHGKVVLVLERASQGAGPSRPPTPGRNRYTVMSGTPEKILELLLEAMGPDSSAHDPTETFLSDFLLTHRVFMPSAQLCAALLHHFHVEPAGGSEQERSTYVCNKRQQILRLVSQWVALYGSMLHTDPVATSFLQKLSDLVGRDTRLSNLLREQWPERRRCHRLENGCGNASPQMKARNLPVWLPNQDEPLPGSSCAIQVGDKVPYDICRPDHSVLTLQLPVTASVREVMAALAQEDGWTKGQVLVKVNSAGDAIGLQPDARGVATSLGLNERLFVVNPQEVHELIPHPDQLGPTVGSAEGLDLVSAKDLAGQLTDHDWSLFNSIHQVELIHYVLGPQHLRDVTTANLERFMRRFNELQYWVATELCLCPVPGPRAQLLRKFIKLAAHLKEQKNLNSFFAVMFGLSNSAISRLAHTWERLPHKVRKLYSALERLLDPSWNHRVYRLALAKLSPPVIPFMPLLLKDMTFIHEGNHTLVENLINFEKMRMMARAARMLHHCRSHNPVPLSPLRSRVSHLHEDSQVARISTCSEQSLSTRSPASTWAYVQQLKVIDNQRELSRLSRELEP
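Compounds were pinned as a concentration titration into mixtures of EPAC1 (100 nM), BODIPY-GDP-loaded Rap1B (250 nM) and GDP (50 uM). After 5 min at room temperature, fluorescence was followed for 30 min; activity was scaled to 6.5 mM cAMP.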
PTHR1 ag: qHTS for PTHR1 Agonists: Primary Screen | AID 743266, 2014 | HEK293 GP2 PTHR1 cells, GloSensor cAMP luminescence, 1 h | 410,000 tested, 0.075% active | Potency, µM (series often up to 115 µM), for inactives: at the top dose activation, hits mostly activators; note: nearly all actives have a fitted effect of over 55% in size; some results filed as inactive show a strong effect at the top dose; inactives centre near -15; many of its hits are not listed in these tables
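HEK-293-derived GP2 cells expressing PTHR1 and a GloSensor cAMP reporter, 3,000/well, plated overnight, given luciferin plus IBMX (each 0.5 mM as added) for 1 h at 37 °C, then compound for 1 h at 37 °C. Luminescence was read after 15 min at room temperature.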
EPAC2 ag: qHTS for Agonist of cAMP-regulated guanine nucleotide exchange factor 4 (EPAC2): primary screen. Rap guanine nucleotide exchange factor 4 (Homo sapiens), Q8WZA2. EPAC2 activation, biochemical qHTS; response scale: 100% = 6.5 mM cAMP response. Potency, µM (highest dose often 154 µM), for the others: top-dose activation, actives largely listed as activators. 360,000 tested, 0.079% active. AID 720711, 2013; note: nearly all actives have a fitted effect of over 50% in size
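In this primary screen, activation is scored as increased exchange of BODIPY-GDP from Rap1B by 100 nM EPAC2, with 50 uM GDP as competitor. Signal is normalized to the 6.5 mM cAMP agonist control.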
EPAC1 antagonist: qHTS for Antagonist of cAMP-regulated guanine nucleotide exchange factor 3 (EPAC1): primary screen | AID 720709, 2013 | EPAC1 GEF assay, Rap1b-BODIPY-GDP exchange fluorescence | Rap guanine nucleotide exchange factor 3 (Homo sapiens), O95398 | 360,000 tested, 0.14% active | Potency, µM (highest dose often 115 µM), for inactives: at the top dose activity change, negative = inhibition, actives largely listed as inhibitors;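 note: plate controls were vehicle for no effect and positive control for full effect; nearly all actives have a fitted effect of over 50% in size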
Active calls of the source: *; & = joins results of further samples; [ ] = dose if it differs, or a comment. Calls come from the whole dose curve; as a rule, active = well fitted curve in the direction sought with a large enough effect; inconclusive = small, poorly fitted or top-dose-only effect, or another doubt; inactive = no such curve, though single readings can be large; an effect the other way counts as inactive or inconclusive. Potency is the fitted concentration of half-maximal effect. The list is partial; rates above refer to the full screens.

Cc1ccc(NC(=O)C(c2ccccc2)C2CCCC2)cc1 (configuration not stated) was read as TDP43 rescue 11%, EPAC2 antagonist 4%, FUS yeast rescue -13%, aSyn yeast inh -7%, EPAC1 agonist 0%, PTHR1 ag -6%, EPAC2 ag 2% and EPAC1 antagonist -12%.
For COc1ccc(/C=C2\SC(=S)N(N3C(=O)CCC3=O)C2=O)cc1O the results were TDP43 rescue -10%, EPAC2 antagonist 5%, FUS yeast rescue 27%, aSyn yeast inh 0%, EPAC1 agonist -2%, PTHR1 ag -25%, EPAC2 ag -12% and EPAC1 antagonist 8%.
For Cc1cc(C)c(C)c(OCC(=O)O/N=C(\N)c2ccccn2)c1 the results were TDP43 rescue 23%, EPAC2 antagonist 3%, FUS yeast rescue 34%, aSyn yeast inh 22%, EPAC1 agonist 4%, PTHR1 ag inactive, EPAC2 ag -2% and EPAC1 antagonist 2%.
COC(=O)C1=CNC=C(C(=O)OC)C1c1cccc(OC)c1 was read as TDP43 rescue -10%, EPAC2 antagonist 6%, FUS yeast rescue 6%, aSyn yeast inh 3%, EPAC1 agonist -12%, PTHR1 ag -6%[57.5 µM], EPAC2 ag -3% and EPAC1 antagonist -2%.
`CCOC(=O)C1C(=O)C=C(c2ccc([N+](=O)[O-])cc2)CC1c1ccccc1` (configuration not stated) gave TDP43 rescue 20µM*, EPAC2 antagonist -4%, FUS yeast rescue 30%, aSyn yeast inh 9%, EPAC1 agonist 10%, PTHR1 ag -2%[57.5 µM], EPAC2 ag 10% and EPAC1 antagonist -9%.
Screening Cc1nnc(Sc2cc(NCCCO)c([N+](=O)[O-])c3nonc23)s1 returned TDP43 rescue -35%[inhibitor], EPAC2 antagonist 18%, FUS yeast rescue 20%, aSyn yeast inh 4%, EPAC1 agonist 3%, PTHR1 ag -78%[inhibitor], EPAC2 ag 14% and EPAC1 antagonist 40µM*.
For O=C(Nc1ccccn1)c1ccc(Br)c(S(=O)(=O)N2CCCC2)c1 the results were TDP43 rescue 2%, EPAC2 antagonist 1%, aSyn yeast inh -10%, EPAC1 agonist 10%, PTHR1 ag -69%[inhibitor], EPAC2 ag 2% and EPAC1 antagonist -26%.
`Cc1ccc(S(=O)(=O)N2CCCC2C(=O)NC2=NCCS2)cc1` (configuration not stated) gave TDP43 rescue 4%, EPAC2 antagonist 10%, FUS yeast rescue 5%, aSyn yeast inh 2%, EPAC1 agonist 4%, PTHR1 ag inactive, EPAC2 ag -1% and EPAC1 antagonist 6%.
For O=C(Cn1cnc2ccccc21)Nc1ccc(SC(F)F)cc1 the results were TDP43 rescue inconclusive, EPAC2 antagonist -10%, FUS yeast rescue 1%, aSyn yeast inh -1%, EPAC1 agonist -5%, PTHR1 ag -24%, EPAC2 ag 9% and EPAC1 antagonist 5%.
O=C1NCCO1 was read as TDP43 rescue -13%, EPAC2 antagonist 8%, FUS yeast rescue -27%, aSyn yeast inh -3%, EPAC1 agonist -15%, PTHR1 ag 3%, EPAC2 ag 14% and EPAC1 antagonist 10%.
For Cc1cccc(OCCn2ccnc2)c1 the results were TDP43 rescue 16%, EPAC2 antagonist -1%, FUS yeast rescue 3%, aSyn yeast inh -5%, EPAC1 agonist 24%, PTHR1 ag -22%, EPAC2 ag 2% and EPAC1 antagonist 7%.
For Cc1nnc2c(SC(C)C)nc3ccccc3n12 the results were TDP43 rescue 28%, EPAC2 antagonist -5%, FUS yeast rescue 6%, aSyn yeast inh 0%, EPAC1 agonist 7%, PTHR1 ag -29%, EPAC2 ag 0% and EPAC1 antagonist -13%.
Screening COc1cc(C2NC(=O)N(C)C3=C2C(=O)N(c2cccc(Cl)c2)C3)ccc1O (configuration not stated) returned TDP43 rescue 22%, FUS yeast rescue -6%, aSyn yeast inh 6% and PTHR1 ag inactive.
Screening CCC(C)N(C(=O)COC(=O)c1ccccc1SCC(=O)N1CCCC1)C1CCS(=O)(=O)C1 (configuration not stated) returned TDP43 rescue -18%, EPAC2 antagonist 2%, FUS yeast rescue 17%, aSyn yeast inh 1%, EPAC1 agonist 8%, PTHR1 ag -23%, EPAC2 ag 6% and EPAC1 antagonist -6%.
For O=C1CC(C(=O)Nc2cc(Cl)ccc2Cl)n2ncnc2N1 (configuration not stated) the results were TDP43 rescue 4%, EPAC2 antagonist 4%, FUS yeast rescue 11%, aSyn yeast inh 5%, EPAC1 agonist -8%, PTHR1 ag -49%[inhibitor], EPAC2 ag -8% and EPAC1 antagonist 13%.
For Cc1cccc(NC(=O)Cn2cc(C(=O)c3ccco3)c3ccccc32)c1 the results were TDP43 rescue 10%&3%, EPAC2 antagonist 3%, FUS yeast rescue 6%&-10%, aSyn yeast inh 7%, EPAC1 agonist 1%, PTHR1 ag -42%[inhibitor], EPAC2 ag -5% and EPAC1 antagonist 2%.
Screening Cc1cc(C)nc(N2CCN(c3ncnc4c3cnn4Cc3ccc(Cl)cc3Cl)CC2)n1 returned TDP43 rescue 15%, EPAC2 antagonist 1%, FUS yeast rescue -2%, aSyn yeast inh -3%, EPAC1 agonist -6%, PTHR1 ag -23%[57.5 µM], EPAC2 ag -5% and EPAC1 antagonist -3%.
O=C1NCCCC1C(=O)N/N=C/c1ccc(Cl)cc1 (configuration not stated) was read as TDP43 rescue 10%, EPAC2 antagonist 9%, FUS yeast rescue -3%, aSyn yeast inh 4%, EPAC1 agonist 4%, PTHR1 ag inactive, EPAC2 ag 3% and EPAC1 antagonist 5%.
For O=C(Nc1nnc(SCc2ccc(Cl)cc2)s1)C1CC(=O)N(Cc2ccccc2)C1 (configuration not stated) the results were TDP43 rescue 15%, EPAC2 antagonist -5%, FUS yeast rescue -24%, aSyn yeast inh 0%, EPAC1 agonist 0%, PTHR1 ag inactive, EPAC2 ag 1% and EPAC1 antagonist -9%.
Screening C[C@H]1CN([C@@H](C)CO)C(=O)c2cc(NC(=O)Cc3ccccc3)ccc2O[C@H]1CN(C)Cc1ccccc1 returned TDP43 rescue 17%, EPAC2 antagonist -5%, FUS yeast rescue -14%, aSyn yeast inh -15%, EPAC1 agonist -4%, PTHR1 ag inactive, EPAC2 ag 3% and EPAC1 antagonist 0%.
`Cc1ccc(NC(=O)COC(=O)Cc2ccsc2)c(C)c1` gave TDP43 rescue -6%, EPAC2 antagonist inconclusive, FUS yeast rescue -25%, aSyn yeast inh 4%, EPAC1 agonist 11%, PTHR1 ag inactive, EPAC2 ag 1% and EPAC1 antagonist -17%.
Screening CCOc1ccc2[nH]c(=O)c(CN(Cc3nnnn3Cc3ccccc3)CC3CCCO3)cc2c1 (configuration not stated) returned TDP43 rescue -34%[inhibitor], EPAC2 antagonist 11%, FUS yeast rescue -23%, aSyn yeast inh 0%, EPAC1 agonist 1%, PTHR1 ag -6%, EPAC2 ag 5% and EPAC1 antagonist 18%.
For CN(c1ccccc1)S(=O)(=O)c1cccc(C(=O)NCCc2ccc(O)c(O)c2)c1 the results were TDP43 rescue -1%, EPAC2 antagonist -15%, FUS yeast rescue 14%, aSyn yeast inh 0%, EPAC1 agonist 0%, PTHR1 ag -23%, EPAC2 ag 7% and EPAC1 antagonist -23%.
Screening Cc1ccc(C(=O)Cn2nnc3ccccc32)cc1 returned TDP43 rescue 19%, EPAC2 antagonist -11%, FUS yeast rescue -8%, aSyn yeast inh -5%, EPAC1 agonist -16%, PTHR1 ag inactive, EPAC2 ag -1%[15.6 µM] and EPAC1 antagonist 1%.
`Nc1c(C(=O)NCCc2ccccc2)nnn1Cc1ccc(Br)cc1F` gave TDP43 rescue -7%, EPAC2 antagonist -1%, FUS yeast rescue -13%, aSyn yeast inh 8%, EPAC1 agonist -14%, PTHR1 ag -1%, EPAC2 ag -1% and EPAC1 antagonist 10%.
Screening CCC1(C)NC(=O)N(CC(=O)Nc2sc3c(c2C(N)=O)CCC3)C1=O (configuration not stated) returned TDP43 rescue inconclusive, EPAC2 antagonist 13%, FUS yeast rescue 20%, aSyn yeast inh -6%, EPAC1 agonist -5%, PTHR1 ag -8%[57.5 µM], EPAC2 ag -4% and EPAC1 antagonist -9%.
For Cc1nc(NC(=O)c2ccc(F)cc2)nc2cc3c(cc12)OCO3 the results were TDP43 rescue -1%, EPAC2 antagonist 12%, FUS yeast rescue 4%, aSyn yeast inh -1%, EPAC1 agonist -1%, PTHR1 ag inactive, EPAC2 ag 1% and EPAC1 antagonist 8%.

Molecules listed so far that contain two or more sulfur atoms, in the order listed:
For COc1ccc(/C=C2\SC(=S)N(N3C(=O)CCC3=O)C2=O)cc1O the results were TDP43 rescue -10%, EPAC2 antagonist 5%, FUS yeast rescue 27%, aSyn yeast inh 0%, EPAC1 agonist -2%, PTHR1 ag -25%, EPAC2 ag -12% and EPAC1 antagonist 8%.
Screening Cc1nnc(Sc2cc(NCCCO)c([N+](=O)[O-])c3nonc23)s1 returned TDP43 rescue -35%[inhibitor], EPAC2 antagonist 18%, FUS yeast rescue 20%, aSyn yeast inh 4%, EPAC1 agonist 3%, PTHR1 ag -78%[inhibitor], EPAC2 ag 14% and EPAC1 antagonist 40µM*.
`Cc1ccc(S(=O)(=O)N2CCCC2C(=O)NC2=NCCS2)cc1` (configuration not stated) gave TDP43 rescue 4%, EPAC2 antagonist 10%, FUS yeast rescue 5%, aSyn yeast inh 2%, EPAC1 agonist 4%, PTHR1 ag inactive, EPAC2 ag -1% and EPAC1 antagonist 6%.
Screening CCC(C)N(C(=O)COC(=O)c1ccccc1SCC(=O)N1CCCC1)C1CCS(=O)(=O)C1 (configuration not stated) returned TDP43 rescue -18%, EPAC2 antagonist 2%, FUS yeast rescue 17%, aSyn yeast inh 1%, EPAC1 agonist 8%, PTHR1 ag -23%, EPAC2 ag 6% and EPAC1 antagonist -6%.
For O=C(Nc1nnc(SCc2ccc(Cl)cc2)s1)C1CC(=O)N(Cc2ccccc2)C1 (configuration not stated) the results were TDP43 rescue 15%, EPAC2 antagonist -5%, FUS yeast rescue -24%, aSyn yeast inh 0%, EPAC1 agonist 0%, PTHR1 ag inactive, EPAC2 ag 1% and EPAC1 antagonist -9%.

Source: PubChem (National Center for Advancing Translational Sciences (NCATS))
